High-throughput results as filed in PubChem BioAssay.
Vif imaging: HIV Vif self-association inhibitors, primary screen, imaging, HEK293T, single point. AID 602346, 2012. HEK293T cells, Vif self-association by quenched fluorescence, 24 h. inhibition, % at 7.49 µM. 340,000 compounds, 0.35% hits; in the data active means inhibition above about 50%, passing the limit was not always enough; further: some results filed as inactive read as strong as hits
MC4R barr agon: MC4R agonists recruiting beta-arrestin, primary screen, cell-based, luminescence, agonist arm of biased-ligand search; Melanocortin receptor 4 (Homo sapiens), P32245; U2OS MC4R beta-arrestin complementation; percent of melanotan II response, DMSO zero; activation, % at 8.9 µM; 360,000 compounds, 0.98% hits; AID 540308, 2011;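 active means activation above a per-plate cutoff, the mean activation of sample wells on that plate plus 3 SD, cut at about 8% in these data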
Target sequence (P32245 whole entry, looked up): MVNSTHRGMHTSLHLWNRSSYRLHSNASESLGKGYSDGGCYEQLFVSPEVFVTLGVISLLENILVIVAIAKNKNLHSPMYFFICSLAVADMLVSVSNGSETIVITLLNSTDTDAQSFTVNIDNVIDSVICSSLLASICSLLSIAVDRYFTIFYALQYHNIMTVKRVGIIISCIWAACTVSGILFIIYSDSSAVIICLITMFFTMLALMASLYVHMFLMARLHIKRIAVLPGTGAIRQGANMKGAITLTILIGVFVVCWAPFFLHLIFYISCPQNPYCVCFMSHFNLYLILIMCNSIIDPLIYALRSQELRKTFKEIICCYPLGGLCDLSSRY
CaV13 FRET inh: Disruptors of the CACNA1D IQ motif to Ca2+-dependent inactivation inhibitor domain association, primary screening, Förster resonance energy transfer in intact living …; AID 743397; 340,000 compounds, 0.098% hits; HEK cells, CFP/YFP FRET ICDI-IQ, plate reader, 10 min; percent FRET-ratio fall versus neutral wells; inhibition, % at 12.3 µM;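 active means mean replicate inhibition of at least 30% and at least 1% of replicates passing that level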;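 further: 0% = median of the neutral control wells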
aDG glyco act: activators of alpha-DG glycosylation, primary screen, uHTS, Pro5-aDG cells, AlphaScreen | alpha-DG glycosylation AlphaScreen (IIH6); 0% Pro5, 100% B10-LARGE cell signal | activation, % at 10 µM | 360,000 compounds, 0.22% hits;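 active means activation of at least 8% versus controls, or a plate z-score of at least 8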;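 further: Pro5 are CHO cells carrying HIG-tagged alpha-DG that lacks glycosylation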
MC4R antagonist: MC4R antagonists of cAMP signaling, primary screen, cell-based, TR-FRET, antagonist arm of biased-ligand search | inhibition, % at 6.5 µM | MC4R-expressing cells, MTII-stimulated cAMP, LANCE TR-FRET | AID 540295, 2011 | 360,000 compounds, 0.48% hits;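 active means inhibition above its plate's cutoff, the mean of tested wells on that plate plus 3 SD, cut at about 29% in these data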;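 further: 0% = Melanotan II alone and 100% = Melanotan II plus saturating MCL0020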
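Assay system: U2OS cells stably expressing human melanocortin 4 receptor (MC4R) / Dosing: 6.5 µM / Timing: compound 30 min, challenge 1 h, detection 1 h / Measured by: Eu-cAMP/anti-cAMP TR-FRET, emission 671 nm / Replicates: singlicate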
PDI inh: inhibitors of human PDI, primary screen, biochemical, turbidity, single point, plate reader; PDI insulin aggregation turbidity, A650, 90 min; inhibition, % at 10 µM; 350,000 compounds, 0.052% hits; Protein disulfide-isomerase (Homo sapiens), P07237;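 active means mean inhibition across replicates of 30% or more, whatever share of single replicates reach that level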;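 further: absorbance from insulin aggregation driven by PDI reduction with DTT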
H9c2 protect: cardioprotection against H2O2-induced cell death, primary screen, uHTS, H9c2 cells, ATPLite luminescence; H9c2 cardiomyocytes, H2O2 injury protection, 2 h; protection from H2O2 cell death, % at 20 µM; 360,000 compounds, 0.63% hits; AID 588492, 2011;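 active means compounds giving at least 50% protection of heart cells from peroxide-induced death in the single-dose screen, raw or plate-pattern-corrected value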;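 further: 0% = DMSO wells with peroxide and 100% = DMSO wells without peroxide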
Glyco luc inh: increase of ERlucT glycosylation luciferase signal, primary screen, N-linked glycosylation inhibitor project, D54 ERlucT cells, luminescence, set 2. D54 ERlucT glycosylation luciferase reporter, 24 h; percent of 100 nM tunicamycin response. 360,000 compounds, 0.23% hits. reporter increase, % at 12.5 µM;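 active means mean luciferase reporter signal, scaled so untreated is 0 and the glycosylation-blocking control 100, at or above a set limit in every replicate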;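 further: luciferase carries N-glycosylation sites so blocking glycosylation raises the light; 0% = median of neutral control wells and 100% = median of 100 nM tunicamycin wells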
m5-HT2A agonist: mouse Htr2a agonists via beta-arrestin recruitment, primary screen, cell-based, luminescence; 360,000 compounds, 0.66% hits; CHO-K1 mHTR2A beta-arrestin complementation; percent of 30 µM serotonin response; AID 624169, 2012; activation, % at 7.6 µM;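 active means activation above a run cutoff, the mean activation of all tested compounds plus 3 SD, cut at about 14% in these data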;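 further: 0% = plate median of compound wells and 100% = 30 µM serotonin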
Target sequence (P35363 whole entry, looked up): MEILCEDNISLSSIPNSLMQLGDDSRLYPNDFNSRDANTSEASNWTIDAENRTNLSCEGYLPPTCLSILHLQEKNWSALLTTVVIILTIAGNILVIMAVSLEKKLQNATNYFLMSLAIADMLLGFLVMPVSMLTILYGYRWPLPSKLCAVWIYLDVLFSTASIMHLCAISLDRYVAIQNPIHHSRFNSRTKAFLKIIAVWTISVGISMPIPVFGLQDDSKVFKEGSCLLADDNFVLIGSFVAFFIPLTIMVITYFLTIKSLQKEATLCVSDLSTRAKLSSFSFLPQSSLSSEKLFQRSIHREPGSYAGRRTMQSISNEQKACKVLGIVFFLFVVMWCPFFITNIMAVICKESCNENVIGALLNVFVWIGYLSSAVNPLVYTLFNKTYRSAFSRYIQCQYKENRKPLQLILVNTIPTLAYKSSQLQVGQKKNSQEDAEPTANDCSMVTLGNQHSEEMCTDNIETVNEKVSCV
ABCB6 inh MLPCN: ABCB6 transporter inhibitors, primary screen, K562-ABCB6 cells, flow cytometry, MLPCN library. K562-ABCB6 porphyrin accumulation, 1 h; hits give low values. fluorescence ratio to DMSO, % at 10 µM. ATP-binding cassette sub-family B member 6 (Homo sapiens), Q9NP58. 360,000 compounds, 0.19% hits;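 active means fluorescence ratio to DMSO below 75%, the collection mean minus 3 SD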;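 further: signal is porphyrin accumulated inside mitochondria; 100% equals median channel fluorescence of DMSO control wells; lower ratio means ABCB6 inhibition with less porphyrin fluorescence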
Starred values were filed as active, the others as inactive; . = not tested or not shown; & = joins results of further samples.

SMILES	Vif imaging	MC4R barr agon	CaV13 FRET inh	aDG glyco act	MC4R antagonist	PDI inh	H9c2 protect	Glyco luc inh	m5-HT2A agonist	ABCB6 inh MLPCN
O=C(Cc1cccs1)NCCSc1c(-c2ccc(Cl)cc2)[nH]c2ccccc12	2	2.8	-5	0.2	8	.	-11	-8	-9	96
COc1ccc(OC)c(C2C(C(=O)c3ccc(C)o3)=C(O)C(=O)N2c2cc(C)on2)c1 (centres undefined)	1	-0.8	-13	0.0	9	-2	-1	0	3	104
O=C(N/N=C\c1ccc(CNS(=O)(=O)c2ccccc2)o1)C(=O)Nc1ccc(F)cc1	2	-1.1	-15	0.0	12	-9	-1	1	3	93
COc1ccc(N2CC(C(=O)NC3CCCCC3)CC2=O)cc1 (centres undefined)	-7	1.6	-7	-0.2	26	-6	-2	2	0	100
COc1ccccc1NC(=O)CSc1nnc2ccccn12	7	-0.8	-5	-0.1	-5	2	0	2	4	101
Cc1ccc(C)c(CN2CCC(CNC(=O)Nc3ccc(Cl)cc3)CC2)c1	.	1.6	-19	1.2	11	0	-10	-9	-11	100
Cc1cc(=O)n2nc(N3CCCC3C(=O)Nc3cccc(Cl)c3C)sc2n1 (centres undefined)	-3	1.6	24	0.4	6	.	-3	0	3	98
COc1ccc(NC(=O)C[C@H]2C(=O)N(c3ccc(Br)cc3)C[C@@H]2CSC)cc1	-1	4.5	-5	-0.1	-1	-7	-9	1	0	101
Cc1cc(C)cc(NC(=O)CCn2ccnc2)c1	-4	0.2	-3	0.1	22	1	-3	4	-9	102
COc1ccc(OC)c(/C=C2\SC(=S)N(C(C(=O)O)c3ccccc3)C2=O)c1 (centres undefined)	-4	0.2	-7	-0.1	15	-5	-7	0	4	96
CCOc1cc(C(=S)N2CCOCC2)ccc1OC(=O)c1cc(OC)c(OC)c(OC)c1	3	-0.2	-5	0.0	0	-2	-5	0	0	98
CC(=O)NCCNc1nc2c(-c3ccccc3)nnn2c2ccccc12	-12	-1.2	-5	-0.2	-60	1	55*	10	-5	95
CCC(=O)c1cn(CC(=O)Nc2ccc(F)cc2)c2ccccc12	4	0.3	-10	-0.2	-5	1	2	-1	3	96
O=Cc1ccc(OCc2ccc3c(c2)OCO3)cc1	-1	0.2	-19	-0.1	-3	0	-10	-9	-1	95
CCOC(=O)N1CCN(S(=O)(=O)c2ccc(OCC(=O)OC)cc2)CC1	-10	-1.2	-16	0.0	15	-9	27	0	0	98
C/C(=N\NC(=O)C1CC1)c1cccnc1	7	-4.2	-8	0.4	7	-5	3	1	5	100
Cc1onc(-c2ccccc2)c1C(=O)Oc1cccnc1	10	1.5	-5	-0.1	3	-1	-1	0	0	97
Cc1ccc(NC(=O)CSc2ncnc3ccccc23)cc1S(=O)(=O)N1CCCCC1	0	4.3	-10	0.9	17	7	-25	-1	-1	95
O=C(CN1CCN(c2ccccc2)CC1)Nc1ccc(OCc2ccccc2)cc1	-3	6.8	.	0.9	15	0	-6	-3	2	97
C=C[C@]12CC[C@H](OC(C)=O)CC1=CCC1C2CC[C@@]2(C)C1CCC21OCCO1 (some centres undefined)	1	-0.9	-6	-0.1	1	1	-10	-1	-2	92
Cc1ccccc1C(=O)NCC(=O)NNC(=S)NC(=O)c1ccccc1C	-3	-1.0	-6	0.1	11	6	14	1	-1	97
CC(=O)c1nn(-c2cccc(Br)c2)cc1C(=O)c1ccc(Cl)cc1	1	32*	-3	0.0	-5	-21	-8	0	-1	89
CCCC1C2CN(C(C)C)CC=C2C(C#N)=C(N)C1(C#N)C#N (centres undefined)	.	1.4	-1	0.7	3	2	8	.	7	105
COc1cc(OC)cc(C(=O)NC(C(=O)Nc2ccc3c(c2)OCCO3)C(C)C)c1 (centres undefined)	-1	4.0	-2	-0.1	7	-6	2	-1	-6	92
CC(=O)N1CCN(S(=O)(=O)c2cccc(C(=O)OCC(=O)N(Cc3ccccc3)C(C)(C)C)c2)CC1	6	-1.6	-6	-0.1	4	-8	4	-1	-6	96
Cc1ccc(C(=O)C2=C(O)C(=O)N(Cc3cccnc3)C2c2cccc([N+](=O)[O-])c2)o1 (centres undefined)	.	-3.0	-3	-0.4	-2	5	14	.	3	101
CCOC(=O)N1CCC(N2CC34C=CC(O3)C(C(=O)Nc3ccc(OCC)cc3)C4C2=O)CC1 (centres undefined)	-11	-1.4	1	-0.1	10	.	-6	2	0	101
Cn1c(=O)c2[nH]c(=O)[nH]c2n(C)c1=O	-11	2.2	.	0.0	17	.	0	2	0	101
CCOC(=O)N1CCN(C(=O)CCCn2c(=O)[nH]c3ccccc3c2=O)CC1	22	-1.9	-4	0.1	2	3	-3	-1	4	91
C[C@H](NC(=O)c1[nH]cnc1C(=O)Nc1ccon1)c1ccccc1	-17	-0.5	-10	-0.3	0	6	4	4	12	90
CCN1CCN(C(=O)CN2C(=O)c3ccccc3S2(=O)=O)CC1	3	-3.0	-5	-0.4	0	3	0	-5	6	102
Cc1noc(C)c1S(=O)(=O)N(C)C[C@H]1Oc2c(NC(=O)Nc3ccccc3)cccc2C(=O)N([C@H](C)CO)C[C@@H]1C	-5	-0.2	-4	0.7	10	-1	8	-2	6	98
CCOCC(=O)Nc1cccc(SC)c1	8	-4.0	-5	0.1	2	-2	0	-1	0	96
O=C(Nc1nnc(CSCc2ccc(F)cc2)s1)c1cccc([N+](=O)[O-])c1	-4	0.3	-5	-0.1	-7	-1	-6	-1	6	100
CC1CC(C)CN(C(=O)Cn2nnc(-c3ccccc3)n2)C1 (centres undefined)	-9	-1.6	-3	-0.1	14	10	5	-2	-11	100
CC(C)[C@H](NC(=O)N1CCn2c1nc1ccccc12)C(=O)N[C@H](Cc1ccccc1)C(=O)O	-1	-0.7	.	-0.2	1	.	3	0	3	98
Cn1c(=O)oc2cc(S(=O)(=O)Nc3ccc(O)cc3)ccc21	-4	-1.8	-4	-0.2	0	-4	-2	0	-1	104
COc1ccc(-c2noc(-c3cccc(Cl)c3)n2)cc1OC	-1	2.2	-5	0.3	27	-6	-12	4	5	100
CCCCNC(=O)CN1CCN(Cc2ccc3cc(OC)ccc3c2)CC1	-13	-1.0	-3	0.8	0	0	-7	1	4	94
CCCCNC(=O)C1c2ccccc2OCC(=O)N1CCc1ccc(OC)c(OC)c1 (centres undefined)	.	.	-1	0.1	.	.	.	.	11	101
Cc1cc(C)nc(Nc2ccccc2F)n1	-2	-0.5	-6	-0.1	-3	5	6	0	3	101
Cc1c(C(=O)NCc2ccc3c(c2)OCO3)sc2nc(-c3ccc(F)cc3)cn12	.	0.6	4	0.9	0	.	-8	-3	-3	97
CCCCNCCOCCOc1ccccc1-c1ccccc1	0	-1.2	-3	0.6	-3	-2	12	-7	4	79
C#CCOCCOCCOCCNc1nc(N2CCN(C(=O)C(Cc3cc4ccccc4[nH]3)n3cc(C(N)Cc4ccc(O)cc4)nn3)CC2)nc(N2CCN(C(=O)C(CCC(=O)O)n3cc(C(N)C(C)CC)nn3)CC2)n1 (centres undefined)	-14	-1.8	-6	-0.4	3	-5	10	-1	2	94
CCN1C(=O)/C(=C\c2cccc(OC(=O)c3ccco3)c2)SC1=S	17	-0.5	-2	0.0	-3	-7	-6	0	6	89
Cc1ccc(C)c(NC(=O)CCc2nnc3ccc(N4CCCC4)nn23)c1	15	-2.5	-2	0.0	0	-2	5	4	-5	98
CC(N=C(NC#N)Nc1ccncc1)C(C)(C)C (centres undefined)	8&-11	0.1&-0.1	-5&-4	-0.1&-0.2	0&5	4&-3	-16&1	-1&-1	6&1	99&100
COC(=O)c1nn(-c2c(C)n(C)n(-c3ccccc3)c2=O)cc1O	2	-0.6	-8	-0.1	5	5	7	0	3	99

Part of the list above, field by field:
> Cc1c(C(=O)NCc2ccc3c(c2)OCO3)sc2nc(-c3ccc(F)cc3)cn12
  Vif imaging: .
  MC4R barr agon: 0.6
  CaV13 FRET inh: 4
  aDG glyco act: 0.9
  MC4R antagonist: 0
  PDI inh: .
  H9c2 protect: -8
  Glyco luc inh: -3
  m5-HT2A agonist: -3
  ABCB6 inh MLPCN: 97

> CCCCNCCOCCOc1ccccc1-c1ccccc1
  Vif imaging: 0
  MC4R barr agon: -1.2
  CaV13 FRET inh: -3
  aDG glyco act: 0.6
  MC4R antagonist: -3
  PDI inh: -2
  H9c2 protect: 12
  Glyco luc inh: -7
  m5-HT2A agonist: 4
  ABCB6 inh MLPCN: 79

Next results
SMILES	Vif imaging	MC4R barr agon	CaV13 FRET inh	aDG glyco act	MC4R antagonist	PDI inh	H9c2 protect	Glyco luc inh	m5-HT2A agonist	ABCB6 inh MLPCN
CSCC[C@H](NC(=O)C(C)(C)Oc1ccc(Cl)cc1)c1nc2ccccc2[nH]1	-8	-1.5	-6	-0.4	12	2	-28	-2	-4	100
Cc1nc(CNC(=O)CC2C(=O)NCCN2Cc2cccc(Oc3ccccc3)c2)cs1 (centres undefined)	0	-1.2	-24	-0.2	14	11	0	-1	-1	97
C[C@H](CO)N1C[C@H](C)[C@@H](CN(C)S(C)(=O)=O)Oc2ccc(NC(=O)Nc3ccc4c(c3)OCO4)cc2C1=O	0	-0.3	-5	-0.3	14	-18	4	2	3	103
CC(OC(=O)c1cc2sccc2n1C)C(=O)NCc1ccc(F)cc1 (centres undefined)	-11	-1.9	-9	0.1	1	-14	-1	2	0	83
CN1CCOc2c1cnn(CCO)c2=O	1	.	-9	0.0	.	.	4	0	3	101
C(=N\N1CCN(C(c2ccccc2)c2ccccc2)CC1)/c1ccc2c(c1)OCO2	-3	-2.7	0	-0.1	12	-1	-9	-3	3	97
CCOC(=O)N1CCN(C(=O)c2cc(-c3ccc(OCC)cc3)nc3ccccc23)CC1	-9	-0.6	-3	-0.1	-8	-9	-15	10	-3	99
Cc1[nH]c2ccccc2c1/C=C(\C#N)C(=O)NC(C)c1ccccc1 (centres undefined)	8	-1.5	-5	-0.3	-8	12	3	10	-7	96
CCCc1cc(-c2n[nH]c(=S)n2C(C)c2ccccc2)cs1 (centres undefined)	.	0.5	-4	0.0	8	1	-4	0	-2	97
Cc1cc(CNC(=O)c2ccc3oc(C(C)C)nc3c2)nn1C	-2	-2.8	-3	0.0	1	-2	6	-2	2	101
COc1ccc(Br)cc1CN(C)C(=O)Cc1ccc(OC)c(S(=O)(=O)N2CCOCC2)c1	-3	-4.4	-6	0.1	-1	-33	4	-1	4	87
C[C@H]1CN([C@@H](C)CO)C(=O)CCCn2cc(nn2)CO[C@@H]1CN(C)C(=O)Nc1ccc(F)cc1	-1	-3.5	-4	-0.1	12	-1	-2	1	3	102
CC(=O)NC1=NN(C(C)=O)C(c2ccccc2)S1 (centres undefined)	-6	0.3	-4	0.2	2	0	12	2	1	97
